Screening data as filed in PubChem BioAssay.
sPLA2-III inh: Inhibits HGIII-sPLA2 liposome hydrolysis, primary screen; QFRET BODIPY PC-A2 liposome hydrolysis, fluorescence; Q9NZ20; inhibition, % at 12.2 µM; AID 743126; hit rate 0.56% among 370,000;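 active = inhibition above mean plus 3 SD of compounds lying within the high and low control bounds, cut at about 19% in these data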;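 note: 0% = median of test compound wells and 100% = no enzyme DMSO wells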
Target sequence (Q9NZ20 whole entry, looked up): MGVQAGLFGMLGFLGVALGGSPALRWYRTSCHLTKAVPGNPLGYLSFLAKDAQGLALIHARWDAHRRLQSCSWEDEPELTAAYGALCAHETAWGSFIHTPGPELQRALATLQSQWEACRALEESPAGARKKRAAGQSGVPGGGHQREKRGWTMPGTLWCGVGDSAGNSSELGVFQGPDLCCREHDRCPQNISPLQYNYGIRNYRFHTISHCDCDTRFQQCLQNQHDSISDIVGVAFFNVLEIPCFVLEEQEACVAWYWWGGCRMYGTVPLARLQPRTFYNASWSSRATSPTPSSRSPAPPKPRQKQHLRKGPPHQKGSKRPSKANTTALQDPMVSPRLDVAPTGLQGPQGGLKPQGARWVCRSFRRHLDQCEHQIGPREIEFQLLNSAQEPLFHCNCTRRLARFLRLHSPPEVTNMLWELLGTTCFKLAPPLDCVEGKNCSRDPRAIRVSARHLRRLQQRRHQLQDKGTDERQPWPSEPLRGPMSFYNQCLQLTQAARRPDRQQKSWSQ
ADAM10 inh: ADAM10 inhibition, QFRET primary screen | hit rate 0.62% among 370,000 | inhibition, % at 7 µM | O14672 | recombinant ADAM10, EDANS/DABCYL FRET peptide cleavage, 3 h | AID 720582;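 active = inhibition above a per-campaign cutoff equal to the mean of compounds falling between control-based bounds plus 3 SD, cut at about 20% in these data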;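 note: 0% = DMSO wells while the 100% control is not disclosed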
GAA850 FXN act: activators of GAA850 frataxin (FXN) promoter. HEK293 lucGAA850 FXN promoter luciferase reporter, 24 h; percent of 10 µM SAHA response. activation, % at 6 µM. hit rate 0.56% among 360,000. AID 540364;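 active = activation above the average of all compounds screened plus 3 SD, cutoff fixed separately per campaign, cut at about 7.5% in these data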;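 note: 0% = DMSO wells and 100% = 10 µM SAHA wells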
DAX1 inh-1: inhibits human nuclear receptor DAX1 | P51843 | HEK293 Gal4-DAX1 luciferase reporter, luminescence | inhibition, % at 6.75 µM | hit rate 0.99% among 340,000 | AID 504766;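 active = inhibition above the mean over all tested compounds plus 3 SD, cut at about 4.2% in these data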;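 note: 0% = DAX1-transfected cells with DMSO and 100% = empty-vector control cells with DMSO; inhibition shows as a rise in luminescence from relieved DAX1 repression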
Target sequence (P51843 207-470 limits assumed): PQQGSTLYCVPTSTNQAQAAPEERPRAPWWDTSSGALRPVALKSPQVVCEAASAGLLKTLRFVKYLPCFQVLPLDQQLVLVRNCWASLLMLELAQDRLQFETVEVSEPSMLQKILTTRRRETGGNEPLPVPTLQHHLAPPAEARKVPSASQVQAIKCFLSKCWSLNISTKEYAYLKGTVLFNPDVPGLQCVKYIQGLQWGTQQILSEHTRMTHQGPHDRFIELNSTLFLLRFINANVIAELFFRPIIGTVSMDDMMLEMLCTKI
hcDAF-12 act: activates DAF-12 receptor from parasite H. contortus | HEK293 hcDAF-12 lit1-tk-luc reporter, luminescence; 0% DMSO, 100% Δ7-dafachronic acid | activation, % at 6.8 µM | hit rate 1.4% among 370,000 | AID 652067;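 active = activation above the mean of all tested compounds plus 3 SD, cut at about 5.5% in these data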;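 note: 100% = response to 3 µM Δ7-dafachronic acid high control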
GC-B act: GC-B (human) receptor activation | activation, % at 10 µM | HEK293-GC-B cells, CNP EC30, cGMP TR-FRET; 0% at EC30 CNP, 100% saturating CNP | P20594 | hit rate 0.11% among 370,000 | AID 1920062;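 active = activation at 10 µM reaching about 35% in either raw or pattern-adjusted values, limit read from the data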
SMARCA2 activ: SMARCA2 function activation, primary screen | AID 652017 | MG213 cells, MMTV-luciferase reporter, dexamethasone, overnight | activation, % at 9.1 µM | hit rate 1% among 370,000; in the data active = activation above about 7.8%;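 note: 0% = vehicle wells and 100% = reference activator wells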
DAX1 inh-2: inhibitors of DAX1 repression of SF-1 activated StAR promoter | inhibition, % at 6.8 µM | HEK293T StAR-luciferase reporter, SF-1/DAX-1 repression relief | hit rate 1.1% among 370,000 | AID 652010;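 active = inhibition above the mean over all tested compounds plus 3 SD, cut at about 3.6% in these data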;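 note: 0% = DAX-1 cells with DMSO and 100% = cells lacking DAX-1 with DMSO; higher inhibition means more luminescence from relief of DAX-1 repression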
hgDAF12 agonist: activates the H. glycines DAF-12 receptor ligand-binding domain. HEK293 GAL4-hgDAF12 UAS-luciferase reporter, agonist luminescence; normalized to butyrate control. activation, % at 6.8 µM. hit rate 1.8% among 370,000. AID 687014;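 active = activation above a cutoff set at the mean of all screened compounds plus 3 SD, cut at about 10% in these data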;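 note: 0% = DMSO wells and 100% = sodium butyrate wells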
GC-A act: GC-A (human) enzyme activation | P16066 | activation, % at 10 µM | HEK293 GC-A cells, cGMP TR-FRET, EC30 ANP; 0% at EC30 ANP, 100% saturating ANP | hit rate 0.14% among 370,000; in the data active = activation above about 40%
ssDAF-12 act: S. stercoralis DAF-12 activation, primary screen; HEK293 ssDAF-12/GRIP1 lit1-tk-luc reporter, luminescence; % of 3 µM dafachronic acid response; activation, % at 6.8 µM; hit rate 1% among 370,000;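 active = activation above the mean over all tested compounds plus 3 SD, cut at about 0.9% in these data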;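 note: 0% = DMSO-only wells and 100% = 3 µM delta7-dafachronic acid wells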
Active calls of the source: *; nt = not tested or not shown.

Results follow in this order: SMARCA2 activ, DAX1 inh-1, hcDAF-12 act, DAX1 inh-2, GC-A act, ssDAF-12 act, ADAM10 inh, GAA850 FXN act, GC-B act, sPLA2-III inh, hgDAF12 agonist
- O=C(CSc1nnc(CNC(=O)c2ccc(F)cc2)o1)Nc1ccc2c(c1)OCCO2
 : 3, 1.4, -1.0, 0.7, -2, -1.4, -1, -1.0, 3, 1, -1.4
- CCCOc1ccc(NC(=O)C(=O)NCCCn2ccnc2)cc1
 : -3, 0.1, -1.8, -0.2, 2, -0.8, -1, 1.2, -2, -7, 3.1
- CC(=O)NC(=S)Nc1ccccc1N1CCCCC1
 : -4, -1.8, -0.6, -0.6, 5, -0.6, 3, 0.9, 0, 11, -0.7
- Cc1noc(NS(=O)(=O)c2ccc(NC(=O)C(C)(C)C)cc2)c1C
 : -3, 2.1, 0.4, 0.4, 0, -1.0, -8, 1.4, 2, 4, -1.2
- Cc1cccc(NS(=O)(=O)c2cccc(C(=O)N3CCN(c4ccccn4)CC3)c2)c1
 : -1, 0.5, -1.3, -2.0, -1, -1.8, -3, -1.7, -3, -9, -1.0
- N#C/C(=N\Nc1ccc(Cl)c(Cl)c1)C(=O)C1CC1
 : 0, nt, 2.5, 0.5, 1, -1.1, -90, 1.8, 3, -9, 4.3
- Cc1ccc(-c2nnn(CC(=O)N(c3ccccc3F)C(C(=O)NCC3CCCO3)c3c[nH]c4ccccc34)n2)cc1 (stereo not given)
 : -1, -1.3, 3.8, 0.3, -2, 0.5, -2, 2.2, 0, -14, 4.0
- O=C(CCNC(=O)c1ccc([N+](=O)[O-])cc1)Nc1nccs1
 : -1, 0.8, 0.0, 0.3, 4, -0.9, 6, -1.2, -3, -1, 1.8
- O=C(Nc1ccc(Br)cc1Cl)Nn1cnnc1
 : -1, 0.2, -1.9, -0.6, 1, -1.1, 1, 0.5, 1, -7, -0.6
- Cc1ccc(-c2ccc(/C=N\NC(=O)C3C(=O)NCC3c3ccccc3)o2)cc1Cl (stereo not given)
 : 3, -0.3, -2.1, -0.6, -8, -1.5, -25, 0.1, -2, -15, -2.6
- Cc1ccc(O)c(-c2cc(-c3cccc(Br)c3)n[nH]2)c1
 : 3, 1.8, 1.2, 0.0, -12, -0.4, 14, 1.1, -16, -20, 2.2
- Cc1ccccc1NC(=O)COc1coc(CN2CCN(c3ccccc3)CC2)cc1=O
 : -2, 0.2, -2.1, -4.6, 1, -0.8, -3, 0.7, -1, -8, -2.8
- Cc1cc(C(=O)OCn2nnc3ccccc3c2=O)c(C)n1-c1ccccc1
 : 1, 0.2, -1.3, 0.1, -4, -1.3, 2, 2.0, 5, -6, 2.4
- O=C(CC[C@H]1O[C@@H](n2cnc3c(NC(=O)c4ccccc4)ncnc32)[C@H](O)[C@@H]1O)NCC1CCN(Cc2ccccc2)CC1
 : -2, nt, -1.5, 0.8, 1, -1.3, -23, nt, 1, 5, 1.9
- Cc1ccc(C2C(=O)N(C3CCC(C)CC3)CC(=O)N2C2CCCC2)cc1 (stereo not given)
 : 0, 0.7, -1.4, -0.5, -12, -0.8, -3, -1.9, -4, 2, -1.6
- O=C(NCc1ccco1)c1cc(-c2ccccc2)on1
 : 0, 3.2, 2.1, 2.6, 5, -0.3, 1, 9.1*, -3, -6, 23*
- CCOC(=O)C1CCCN(CC(=O)Nc2c(C(=O)OC)[nH]c3ccc(Cl)cc23)C1 (stereo not given)
 : -1, -1.2, -1.9, 1.2, -1, -1.4, -24, -0.8, -5, -17, -2.2
- CCOc1ccc(CNC(=O)c2ccco2)cc1
 : -1, 2.7, 0.5, -0.3, -1, -0.9, 1, 0.0, -1, 4, 0.6
- COc1ccc(C(=O)CSc2nnc(C3CC3)n2N)cc1
 : 0, -0.3, -1.9, 0.0, -4, -2.0, 0, 3.6, -1, 2, 0.2
- COc1ccc(OC)c(/C=C/C(=O)OCC(=O)N2CCN(S(=O)(=O)c3ccc(C)cc3C)CC2)c1
 : -1, -0.8, -0.9, 0.5, 3, -1.4, -48, -0.5, 2, -1, -1.1
- O=C(CSc1ccc(Br)cc1)NC1CCS(=O)(=O)C1 (stereo not given)
 : -2, -0.1, -0.6, 1.3, 3, -0.1, 7, 0.3, 2, 3, 1.3
- C[C@H](CO)N1C[C@H](C)[C@@H](CN(C)C(=O)Nc2ccc(C(F)(F)F)cc2)Oc2ccc(NS(=O)(=O)c3ccc(F)cc3)cc2C1=O
 : 0, 1.4, -1.0, -0.2, 1, -1.1, 16, 1.6, 3, -40, 0.7
- CCOc1ccc(CCNC(=O)C2=C(C)C(=O)OC23CCC(C)CC3)cc1OCC (stereo not given)
 : -3, -1.6, -2.2, -0.5, 5, -0.3, 2, 1.2, -2, 2, 0.7
- COc1cc(C=C(OC(C)=O)c2ccc3c(c2)OCO3)cc(OC)c1OC
 : -7, nt, -0.1, -1.7, -8, -0.5, -10, nt, -5, 11, 0.2
- O=C(Nc1nncs1)C1CCCC1
 : -4, 0.7, -0.3, -0.6, 2, -0.7, -2, 0.5, -3, 13, 0.0
- CCOCCCNC(=O)Cn1nc(-c2ccccc2)ccc1=O
 : -3, 1.1, -1.7, -1.1, -2, -1.2, -3, -0.1, 1, -8, -1.4
- C[C@H](NC(=O)N1CCn2c1nc1ccccc12)C(=O)NCc1ccco1
 : -1, 0.4, -0.6, 2.0, 2, -0.9, -2, 1.3, -2, 1, -2.0
- CC1(C(=O)O)C=CCN1C(=O)c1ccccc1 (stereo not given)
 : 2, -0.2, -0.3, -0.3, 1, -1.0, 5, -0.3, 1, 0, 1.4
- O=C(OCC(=O)N1N=C(c2ccc(Cl)cc2)CC1c1ccco1)c1ccccc1O (stereo not given)
 : -2, 0.3, -1.1, -0.9, -3, -1.7, -6, 1.1, -6, -1, -0.4
- CCN1C(=O)[C@H]2[C@H]3CN=C(SC)N3[C@@](Cc3ccccc3)(C(=O)OC)[C@H]2C1=O
 : 1, -0.6, 0.6, 1.6, 1, -0.1, -3, -1.0, 1, -1, -0.1
- CCNC(=O)NC(=O)C(C)OC(=O)c1oc2ccc(OC)cc2c1C (stereo not given)
 : 5, 0.5, -0.9, 0.1, 1, -1.1, -53, -0.8, 1, 1, -0.5
- O=S(=O)(c1ccc(N2CCCC2)nc1)N1CCCC1
 : -2, 0.0, 1.9, -0.5, 2, -1.5, -9, -1.4, 0, -2, 0.5
- CCCS(=O)(=O)NC(=O)C1(C)CCN(C(=O)c2c(F)cccc2F)C1 (stereo not given)
 : 3, nt, -0.2, -0.5, -1, -1.3, 2, -2.6, 2, 0, -3.1
- CC(=O)N1[C@H](Cc2ccccc2)C=C[C@]1(C)C(=O)NCCc1c[nH]c2ccccc12
 : 2, -0.5, 1.1, 0.3, -7, -0.9, -5, 2.2, -8, -50, 1.5
- CC(C(=O)O)n1cc(Cl)cn1 (stereo not given)
 : 0, nt, -0.9, 0.2, 3, -1.3, -1, 0.1, 5, 4, -0.1
- COc1ccc(C(=O)Nc2cc(S(=O)(=O)N3CCCCC3)ccc2C)cc1
 : 0, 0.7, -1.2, -1.1, 1, -0.7, -15, -0.4, 10, 5, -3.5
- O=C(COc1ccc(-n2ccnc2)cc1)Nc1cccc(Cl)c1
 : -5, -1.3, -4.4, -1.8, -1, -2.1, 4, -1.1, -4, -8, -2.5
- CCOc1ccc(C(=O)NCc2ccco2)cc1
 : 0, 2.8, 1.9, 0.0, 2, -0.4, -7, 3.2, -4, -4, 4.7
- CCN1CCN(CC(=O)NC2CCCCC2)C(=O)C1=O
 : -1, -1.0, -1.5, 0.8, -2, -1.3, 3, -0.4, -3, 11, 1.1
- CCOC(=O)C1=C(N)n2c(s/c(=C\c3ccco3)c2=O)=C(C(=O)OC(C)C)C1c1ccco1 (stereo not given)
 : 0, 0.0, -1.0, 0.4, -8, -1.0, -48, 1.6, -7, -11, -2.2
- CS(=O)(=O)NN1C(=O)c2ccccc2NC1c1ccccc1O (stereo not given)
 : -4, 0.2, -0.8, 0.1, 0, -1.0, -307, -0.7, -1, -5, 2.2
- COc1cccc(CN2CCN(C(=O)c3cccc4ccccc34)CC2)c1OC
 : -4, -2.0, -3.1, -0.9, -1, -1.5, 6, 0.2, -2, 1, -4.7
- COc1ccc(CNS(=O)(=O)c2ccc(-n3cnnn3)c(OC)c2)cc1
 : -4, 1.6, -2.0, 0.0, 0, -1.0, 2, -1.5, -3, -9, -0.8
- O=C(CN1CCN(S(=O)(=O)N2CCCCCC2)CC1)Nc1cc(Cl)ccc1Cl
 : 4, -1.7, -0.3, -0.7, 0, -1.2, 12, -0.2, 1, 0, 2.1
- N#Cc1nc(Cc2ccccc2)oc1N1CCCC1
 : 3, 6.2*, -1.2, 0.5, 2, -1.0, 1, 3.2, 8, -1, 2.4

Reformatted: 4 of the compounds above.
structure	SMARCA2 activ	DAX1 inh-1	hcDAF-12 act	DAX1 inh-2	GC-A act	ssDAF-12 act	ADAM10 inh	GAA850 FXN act	GC-B act	sPLA2-III inh	hgDAF12 agonist
CC(=O)N1[C@H](Cc2ccccc2)C=C[C@]1(C)C(=O)NCCc1c[nH]c2ccccc12	2	-0.5	1.1	0.3	-7	-0.9	-5	2.2	-8	-50	1.5
CC(C(=O)O)n1cc(Cl)cn1 (stereo not given)	0	nt	-0.9	0.2	3	-1.3	-1	0.1	5	4	-0.1
COc1ccc(C(=O)Nc2cc(S(=O)(=O)N3CCCCC3)ccc2C)cc1	0	0.7	-1.2	-1.1	1	-0.7	-15	-0.4	10	5	-3.5
O=C(COc1ccc(-n2ccnc2)cc1)Nc1cccc(Cl)c1	-5	-1.3	-4.4	-1.8	-1	-2.1	4	-1.1	-4	-8	-2.5
